pCIP destab: compounds decreasing mouse p/CIP protein stability; Q05BA5; F442A p/CIP-EGFP cells, EGFP fluorescence, 16 h; decrease of EGFP signal, % at 10 µM; 290,000 tested, 0.01% active; AID 1984;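 active = EGFP signal decrease of at least 30% at 10 µM or well 3 SD below plate mean, unless failing retest; inactive = the rest, including hits failing retest or dose response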; note: some compounds called inactive have numbers as strong as hits; many of its hits are not listed in these tables
IDE act: activators of human insulin-degrading enzyme in cells | P14735 | HEK cells, FAbeta-B cleavage, fluorescence polarization; 0% vehicle, 100% cell-free pure enzyme wells | activation, % at 5.96 µM | 340,000 tested, 0.073% active;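 active = activation above the mean of all tested compounds plus 3 SD, set per screening campaign, cut at about 17% in these data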
VIM-2 inhibitor: blocks Pseudomonas aeruginosa VIM-2 metallo-beta-lactamase; AID 1527; 290,000 tested, 0.89% active; purified VIM-2, nitrocefin hydrolysis, epi-absorbance fluorescence; inhibition, % at 5.6 µM;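 active = inhibition above the mean of all tested compounds plus 3 SD, cutoff set per screening run, cut at about 7.5% in these data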;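 note: red hydrolysis product quenches plate fluorescence so inhibitors raise well fluorescence; 0% = enzyme with DMSO and 100% = DMSO without enzyme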
GPR7 antagonist: blocks human GPR7 receptor signaling | GPR7-expressing cells, fluorescence antagonist assay | P48145 | inhibition, % at 4.4 µM | 290,000 tested, 1.1% active; in the data active = inhibition above about 16%, passing the limit was not always enough;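 note: cells stimulated with the agonist NPW; 0% = agonist with vehicle and 100% = vehicle without agonist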
IDE inh: cellular human IDE inhibition | P14735 | HEK cells, FAbetaB cleavage, fluorescence polarization | inhibition, % at 5.59 µM | 320,000 tested, 0.41% active | AID 434962;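 active = percent inhibition above the average of all tested compounds plus 3 SD, set per screening campaign, cut at about 16% in these data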;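 note: IDE supplied by intact live HEK cells; FP after avidin binding of uncleaved biotin substrate so inhibition keeps polarization high; 0% = DMSO wells and 100% = 60 µM reference IDE inhibitor Ii1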
NALP1 inh: inhibitors of NALP1 inflammasome in yeast; S. cerevisiae NALP1/ASC/caspase-1 growth, X-gal OD620, 72 h; inhibition, % at 10 µM; 280,000 tested, 0.61% active; AID 2071; in the data active = inhibition mostly above about 24%, no sharp cut-off; inactive = mostly below about 32%; note: some compounds called inactive have numbers as strong as hits
IMP-1 inhibitor: blocks Pseudomonas aeruginosa IMP-1 metallo-beta-lactamase | AID 1556 | purified IMP-1, nitrocefin hydrolysis, epi-absorbance fluorescence | inhibition, % at 5.6 µM | 290,000 tested, 0.45% active;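 active = inhibition above the mean plus 3 SD of all compounds in the same screening run, cut at about 4.5% in these data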;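 note: 0% = IMP-1 with DMSO and 100% = DMSO wells lacking enzyme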
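System: Purified IMP-1 | Read-out basis: Percent enzyme inhibition | Controls: IMP-1 with DMSO as 0%, enzyme-free DMSO as 100% | Replicates: One well per compound | Doses: 5.6 µM nominal single concentration | Detection: Epi-absorbance fluorescence, 480 nm excitation, 530 nm emission | Incubation: 25 °C, 15 min preincubation, 25 min reaction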
PHOSPHO1 inh: PHOSPHO1 (human) inhibition; Q8TCT1; recombinant PHOSPHO1, absorbance phosphatase assay; inhibition, % at 13.3 µM; 290,000 tested, 1.1% active; AID 1565; in the data active = inhibition above about 60%
M18AAP inhibitor: blocks P. falciparum M18 aspartyl aminopeptidase; recombinant PfM18AAP, H-Glu-NHMec fluorogenic cleavage; inhibition, % at 7.35 µM; 290,000 tested, 1.2% active; AID 1822;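 active = inhibition above the campaign mean inhibition over all tested compounds plus 3 SD, cut at about 28% in these data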;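 note: 0% = plate median of test compound wells and 100% = 2 mM ZnCl2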
Starred values were filed as active, the others as inactive; nt = not tested or not shown.

SMILES	pCIP destab	IDE act	VIM-2 inhibitor	GPR7 antagonist	IDE inh	NALP1 inh	IMP-1 inhibitor	PHOSPHO1 inh	M18AAP inhibitor
COc1ccc(CCNC(=O)c2cc(=O)c3ccc(C)cc3o2)cc1OC	4	4	0.6	1	2	-12	-1.2	20	-3
OC(CNCC1(N2CCCCC2)CCCCC1)COc1ccc(Cl)cc1Cl (centres undefined)	-9	3	-3.0	12	5	20	-2.4	1	5
Cc1ccccc1-n1c(C)cc(/C=N/Nc2ccc([N+](=O)[O-])cn2)c1C	-33	8	-2.8	3	2	-3	0.0	57	45*
O=C(c1ccccc1Sc1c(Cl)cccc1[N+](=O)[O-])N1CCOCC1	-4	0	-1.9	4	0	12	-0.8	-7	-1
CC(C)NC(=O)CSc1nnc(-c2ccc(C(C)(C)C)cc2)n1C	-4	1	-1.3	19	2	-1	-2.9	-3	1
COc1cccc(OCCCOc2ccccc2C(C)C)c1	-11	2	-1.0	-3	4	10	-0.8	-5	-3
Cc1ccc2[nH]c(C(=O)NN=C3CCCCC3)c(-c3ccccc3)c2c1	-34	-1	-4.0	-3	-4	-8	-3.8	38	4
O=c1c2ccccc2c(-c2ccccc2)nn1Cc1ccc(Cl)cc1	-2	-4	-2.5	-15	2	14	-2.6	33	-10
CCOC(=O)c1ccc(NC(=O)c2nc[nH]c2C(=O)N(C)Cc2ccccc2)cc1	-3	6	nt	nt	6	nt	nt	20	nt
CN(Cc1ccccc1)C(=O)[C@H]1CCC(=O)N1Cc1ccco1	1	2	-4.0	-8	nt	14	-3.4	5	3
CN(Cc1c(C(=O)N/N=C/c2ccc(O)cc2)nnn1-c1nonc1N)C1CCCCC1	-2	7	0.9	-8	-4	25	0.8	29	-12
COc1ccc(CCNC(=O)CN2C(=O)COc3ccc(S(=O)(=O)N4CCOCC4)cc32)cc1OC	0	5	-2.4	-7	-5	-9	-3.7	53	1
CCOc1ncccc1C(=O)Nc1ccc2c(c1)OCO2	6	4	-1.3	-4	2	-1	-2.4	28	4
COC(=O)Cc1c[nH]c2cccc(OCC(O)CN(Cc3ccccc3)C(C)C)c12 (centres undefined)	6	4	1.0	1	3	-14	-2.1	-48	12
O=C(O)c1ccc(NC2=C(Cl)C(=O)c3ccccc3C2=O)cc1	-5	-6	-3.2	50*	3	20	-2.9	58	4
CN(C(=S)SCc1ccccc1)C1CCS(=O)(=O)C1 (centres undefined)	-8	6	-0.1	-3	0	-9	-2.8	47	-8
COc1ccccc1-c1nnc2sc(COc3ccccc3)nn12	-2	-4	-4.7	14	-1	4	-2.9	33	4
COc1ccc(C(=O)NC(=S)NCc2ccco2)cc1OC	8	-1	-2.9	-15	-1	34	-2.0	28	5
O=C(O)c1[nH]c2ccc(Cl)cc2c1CC(=O)N1CCN(c2ccccc2)CC1	6	-7	-0.5	-9	0	0	-1.9	6	-2
COC(=O)CNC(=O)Cc1c(C)n(C(=O)c2ccc(Cl)cc2)c2ccc(OC)cc12	1	5	-0.6	1	-6	16	0.4	33	-7
Cn1cccc1C(C#N)(CC#N)c1cccc(F)c1C#N (centres undefined)	-4	1	-3.9	-2	1	-16	-2.6	12	-1
CCOC(=O)C1=C(Nc2cccc(Cl)c2)OCC1=O	-2	1	-2.1	-6	6	8	-4.2	1	-1
CCCc1[nH]nc2c1C(Cc1ccccc1)C(C#N)=C(N)O2 (centres undefined)	4	3	1.0	-1	1	26	-2.4	-14	-1
CC(=O)c1c(C)[nH]c(C(=O)OCC(=O)NCCc2ccc(F)cc2)c1C	1	6	-3.8	-13	0	12	-3.6	21	-1
CCNC(=S)Nc1ccc(Cl)c([N+](=O)[O-])c1	26	2	-2.0	-2	2	0	-1.6	-25	-6
Cc1ccc(OC(=O)c2sc(Cl)nc2C)cc1C	-9	-6	-2.7	-11	7	27	-2.6	6	-4
CN(Cc1cccc([N+](=O)[O-])c1)Cc1cccc2ccccc12	-1	9	-3.8	-15	nt	19	-1.0	3	-3
COc1ccccc1C(=O)Oc1ccc(C(C)C)cc1	-6	5	-2.6	-12	-3	12	-2.4	-18	-8
C=CCOc1nc(N2CCCC2)nc(N2CCCC2)n1	9	-7	-0.7	-22	-1	13	-2.6	-14	-8
CCn1cc(CCCC(=O)NCc2cccc(OC)c2)c2ccccc21	1	2	-0.5	15	nt	20	-1.0	1	0
O=C(NC1CCN(c2ncccn2)CC1)c1c(F)cccc1F	-31	3	-0.1	-1	-1	-6	-1.4	9	-10
O=C(Cc1ccccc1)N1CCN(S(=O)(=O)c2ccc([N+](=O)[O-])cc2)CC1	-12	0	-0.2	0	2	-2	-3.1	37	5
Cc1coc2cc3oc(=O)c(CCC(=O)NCc4ccccn4)c(C)c3cc12	-11	1	-1.8	-7	3	-12	-3.8	13	-1
CN1/C(=C\C(=O)c2oc3ccccc3c2N)C(C)(C)c2ccccc21	-9	2	-3.6	-2	0	19	-3.4	13	6
COc1cccc(C(=O)CSc2nnc(-c3cccs3)o2)c1	-11	4	-1.9	-5	3	3	-2.8	-1	2
CC1(C)CC(=O)C2=C(C1)OC(N)=C(C#N)C2CCc1ccccc1 (centres undefined)	1	7	1.2	-3	6	15	4.7*	12	13
CCOc1ncccc1C(=O)Nc1ccc(F)cc1	-3	0	-2.1	-4	0	11	-1.8	6	0
O=C(N/N=C\c1ccc(Sc2ccccn2)o1)c1cccc(F)c1	-3	-3	-5.4	3	6	-2	-3.7	53	6
Cc1c(OCC(=O)NC(Cc2ccc(Cl)cc2)C(=O)O)ccc2c1oc(=O)c1ccccc12 (centres undefined)	3	4	3.2	-3	0	6	0.7	-8	0
CC(C)[C@H](NC(=O)N1CC(=O)Nc2ccccc21)C(=O)N[C@@H](Cc1c[nH]c2ccccc12)C(=O)O	1	3	-2.4	-4	4	7	-1.8	45	1

Three compounds from above, sorted by the number in GPR7 antagonist, lowest first.
SMILES	pCIP destab	IDE act	VIM-2 inhibitor	GPR7 antagonist	IDE inh	NALP1 inh	IMP-1 inhibitor	PHOSPHO1 inh	M18AAP inhibitor
Cc1coc2cc3oc(=O)c(CCC(=O)NCc4ccccn4)c(C)c3cc12	-11	1	-1.8	-7	3	-12	-3.8	13	-1
Cc1c(OCC(=O)NC(Cc2ccc(Cl)cc2)C(=O)O)ccc2c1oc(=O)c1ccccc12 (centres undefined)	3	4	3.2	-3	0	6	0.7	-8	0
O=C(NC1CCN(c2ncccn2)CC1)c1c(F)cccc1F	-31	3	-0.1	-1	-1	-6	-1.4	9	-10

(cont.)
SMILES	pCIP destab	IDE act	VIM-2 inhibitor	GPR7 antagonist	IDE inh	NALP1 inh	IMP-1 inhibitor	PHOSPHO1 inh	M18AAP inhibitor
COc1ccc(CCNC(=O)NC2CCCCC2)cc1OC	-8	4	-2.0	-9	5	-2	-2.7	0	-6
COc1ccc(CC2(CO)CCN(Cc3cnn(-c4ccccc4OC)c3)CC2)cc1	9	2	0.0	-6	1	12	-1.0	10	-11
CC(C)OCCCN1CN(S(=O)(=O)c2cccs2)c2nc3ccccc3nc21	-3	nt	-2.9	-8	2	nt	-1.7	27	2
CCOc1cc(C(=O)Nc2ccc(N3CCN(S(C)(=O)=O)CC3)cc2)cc(OCC)c1OCC	-8	4	-2.2	-15	-2	9	-2.9	0	-1
Cc1ccccc1OCC(=O)N(Cc1cccs1)C1CCS(=O)(=O)C1 (centres undefined)	-7	6	-3.3	4	6	0	-3.5	-7	6
N=c1oc2ccccc2cc1C(=O)Nc1cccc(F)c1	4	5	-2.8	-9	6	23	-3.4	23	1
Cc1cc(C(=O)CN2C(=O)NC3(CCCCC3C)C2=O)c(C)n1Cc1cccs1 (centres undefined)	8	5	-3.1	6	-1	25	-2.0	-23	3
CCc1nnc(N/N=C/c2ccc(N3CCC(C)CC3)c([N+](=O)[O-])c2)n1N	0	1	-1.8	-12	-1	0	-3.5	-12	48*
CC(C)Cc1nc2c(nnn2Cc2ccccc2F)c(=O)[nH]1	2	3	0.0	0	1	nt	2.5	38	9
C=CCn1c(SCC(=O)c2ccc(F)cc2)nnc1-c1ccc2c(c1)OCO2	1	5	1.3	11	2	-4	-1.5	-8	5
CCOc1ccc(S(=O)(=O)N/N=C2/CCCC(=O)C2)cc1	-14	1	-3.9	-3	-2	28	-3.4	19	1
COc1ccc(CCN(C)C(=O)CNC(=O)Cc2cccc3ccccc23)cc1OC	-22	4	-3.3	-3	-2	13	-2.8	23	6
O=C(Nc1ccc([N+](=O)[O-])cc1)c1ccccc1F	5	-3	-3.6	-12	-4	10	-2.5	-13	2
Cn1c(CNC(=O)c2ccc3c(c2)OCO3)nnc1SCC(=O)Nc1ccc(F)cc1	-10	6	-0.9	-2	-4	5	-1.9	23	2
CCc1ccc(NC(=O)CSc2nc3ccccc3nc2N2CCCC2)cc1	-22	6	0.2	-9	-2	7	-0.7	20	2
CC(C)C(C(=O)NC1CCCCC1)N(CC1CCCO1)C(=O)CNS(=O)(=O)c1ccc(F)cc1 (centres undefined)	-9	-7	-4.4	-11	0	25	-4.6	-6	-14
Oc1ccc(CN2CCN(c3ncccn3)CC2)cc1	-9	-1	-1.9	-5	1	20	-3.3	8	1
CC(C)CN1C(=O)c2ccc(C(=O)Nc3ccncc3)cc2C1=O	-13	1	0.2	13	-1	2	-0.6	-30	-7
COc1ccc(C2CC2/C(C)=N/OC(=O)C2CC2)cc1 (centres undefined)	-8	6	-1.3	10	-2	-14	-1.5	53	-9
CC(=O)N1c2ccc(S(=O)(=O)N3CCC(C(=O)NCc4ccccc4Cl)CC3)cc2CC1C (centres undefined)	-12	1	-1.6	0	3	16	-0.6	36	-4
CC1CCCN(C(=O)c2ccc(S(=O)(=O)N3CCC(c4nc5ccccc5s4)CC3)cc2)C1 (centres undefined)	nt	-4	0.3	-10	3	nt	1.0	nt	8
COc1ccc(CCNC(=O)C(=O)N/N=C/c2cccs2)cc1OC	-6	2	-2.3	-6	6	9	-1.9	-3	-12
CC(C)n1cc(/C=C2/NC(=O)N(c3cccc(Cl)c3)C2=O)c2ccccc21	2	5	-1.0	-10	0	12	-1.4	-13	-7
COC(=O)C1CN(C(=O)COc2cc(C)c(Cl)c(C)c2)c2ccccc2O1 (centres undefined)	-7	4	-3.5	3	2	22	-1.7	28	-16
O=C(Nc1ccccc1Oc1ccccc1)c1cccs1	-13	2	-2.1	-2	5	-5	-2.3	40	10
Cc1cc(OC(C)C(=O)NCCc2c[nH]c3ccccc23)c2c(C)cc(=O)oc2c1 (centres undefined)	-8	-4	3.0	9	-7	13	1.0	39	8
c1coc(-c2nc(-c3ccco3)c(-c3ccco3)nc2-c2ccco2)c1	2	3	7.1	-4	-7	3	-1.5	68*	60*
Cc1ccc(Nc2nnc(SCC(=O)NCCN3C(=O)CSC3=O)s2)cc1C	-10	4	-2.2	4	-5	-4	-3.8	3	1
O=C(CCc1c[nH]c2ccccc12)N1CCN(c2ccc(F)cc2)CC1	-11	1	2.8	1	1	-13	0.4	34	-2
CCOc1ccc(NC(=NCc2ccc3c(c2)OCO3)SC2CC(=O)N(c3ccc(C(=O)O)cc3)C2=O)cc1 (centres undefined)	-10	5	-1.4	-7	6	26	-0.8	-12	-3
COc1ccccc1CC(=O)Nc1ccc2c(C)cc(=O)oc2c1	-12	-3	-2.0	9	-3	0	-2.6	14	13

Screening data: PubChem BioAssay, several laboratories
